PAFAH2 FP inh: PAFAH2 (human) inhibition. Q99487. recombinant PAFAH2, FP-rhodamine activity probe, fluorescence polarization. inhibition, % at 3.39 µM. 340,000 tested, 0.99% active;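 active = inhibition above the mean over all tested compounds plus 3 SD, cut at about 30% in these data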;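 also: inhibitors block probe labeling of enzyme so polarization drops; 0% = enzyme with DMSO and 100% = wells lacking PAFAH2 protein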
pPAFAH FP inh: inhibitors of human plasma PAF acetylhydrolase (pPAFAH); Q13093; recombinant pPAFAH, FP-rhodamine probe fluorescence polarization; inhibition, % at 3.39 µM; 330,000 tested, 1.5% active;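 active = inhibition above the mean inhibition across the screen plus 3 SD, cut at about 25% in these data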;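 also: inhibitors block binding of the rhodamine activity-based probe so polarization drops; 0% = enzyme with DMSO and 100% = wells lacking pPAFAH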
GSTO1 inh: counter-screen for RBBP9 inhibitors: inhibitors of human GSTO1. recombinant GSTO1, activity-based probe fluorescence polarization. AID 1974. inhibition, % at 5.96 µM. P78417. 300,000 tested, 1.1% active;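 active = inhibition above the campaign mean inhibition plus 3 SD, cut at about 35% in these data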;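 also: 0% = GSTO1-1 with DMSO and 100% = wells lacking GSTO1-1 enzyme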
PAD4 FP inh: PAD4 (human) enzyme inhibition | Q9UM07 | recombinant PAD4, RCA probe fluorescence polarization | inhibition, % at 6.36 µM | 330,000 tested, 0.41% active;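 active = percent inhibition above a cutoff equal to the mean of all tested compounds plus 3 SD, cut at about 15% in these data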;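 also: 0% = PAD4 with RCA probe and DMSO and 100% = probe without PAD4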
LYPLA2 counter: LYPLA2 (human) inhibition in PME1 counter-screen. O95372. recombinant LYPLA2, FP-Rh probe fluorescence polarization. inhibition, % at 5.9 µM. 320,000 tested, 0.38% active. AID 2177;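 active = inhibition above the screen-wide mean plus 3 SD, limit set per campaign, cut at about 26% in these data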;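 also: 0% = LYPLA2 with DMSO and 100% = wells lacking LYPLA2 enzyme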
PAFAH1B2 inh: blocks human PAF acetylhydrolase 1b catalytic subunit 2. inhibition, % at 3.39 µM. P68402. 340,000 tested, 1.2% active. recombinant PAFAH1B2, FP-rhodamine activity probe, fluorescence polarization;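 active = inhibition above the mean of all tested compounds plus 3 SD, cut at about 24% in these data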;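 also: 0% = enzyme with DMSO and 100% = wells lacking PAFAH1B2; many of its hits are not listed in these tables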
Target sequence (P68402 whole entry, looked up): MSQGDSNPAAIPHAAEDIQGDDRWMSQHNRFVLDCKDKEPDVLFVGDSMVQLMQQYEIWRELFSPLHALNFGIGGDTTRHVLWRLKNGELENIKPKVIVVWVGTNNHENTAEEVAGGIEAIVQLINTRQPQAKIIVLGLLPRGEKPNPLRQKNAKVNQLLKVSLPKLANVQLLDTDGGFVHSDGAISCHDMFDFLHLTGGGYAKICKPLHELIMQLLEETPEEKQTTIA
PAFAH1B3 inh: inhibitors of human PAFAH1B3; Q15102; recombinant PAFAH1B3, FP-rhodamine probe, fluorescence polarization; inhibition, % at 3.39 µM; 340,000 tested, 0.28% active;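 active = inhibition above the screen-wide average of all tested compounds plus 3 SD, cut at about 25% in these data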;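 also: 0% = enzyme with DMSO only and 100% = wells lacking PAFAH1B3 protein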
PME-1 primary: blocks human protein phosphatase methylesterase 1; inhibition, % at 5.9 µM; Q9Y570; recombinant PME-1, FP-Rh probe fluorescence polarization; 320,000 tested, 0.53% active;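 active = inhibition above the campaign mean of all compounds plus 3 SD, cut at about 26% in these data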;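 also: competitive labeling of PME-1 active site by serine hydrolase directed probe; 0% = PME-1 with DMSO and 100% = wells lacking PME-1 enzyme; inhibitors block probe labeling so polarization falls and inhibition rises; many of its hits are not listed in these tables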
Target sequence (Q9Y570 whole entry, looked up): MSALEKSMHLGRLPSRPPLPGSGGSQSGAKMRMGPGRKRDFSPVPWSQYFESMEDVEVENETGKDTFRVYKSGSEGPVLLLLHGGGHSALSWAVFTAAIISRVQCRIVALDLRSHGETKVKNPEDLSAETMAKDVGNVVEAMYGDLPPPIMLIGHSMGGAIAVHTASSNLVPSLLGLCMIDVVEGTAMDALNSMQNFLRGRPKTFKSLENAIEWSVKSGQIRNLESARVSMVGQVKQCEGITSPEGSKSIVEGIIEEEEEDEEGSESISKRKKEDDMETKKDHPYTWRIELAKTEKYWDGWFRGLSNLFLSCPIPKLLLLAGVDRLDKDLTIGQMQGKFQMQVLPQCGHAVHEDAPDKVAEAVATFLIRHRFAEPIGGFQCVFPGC
LYPLA1 counter: LYPLA1 (human) inhibition in PME1 counter-screen | O75608 | recombinant LYPLA1, FP-Rh probe fluorescence polarization | inhibition, % at 5.9 µM | 320,000 tested, 0.16% active;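 active = inhibition above the mean of all tested compounds plus 3 SD, set per campaign, cut at about 14% in these data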;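 also: inhibitors block serine hydrolase probe labeling of LYPLA1 so polarization falls; 0% = enzyme with DMSO and 100% = wells lacking LYPLA1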
* hit, by the source's call; · = not tested or not shown.

Sample of the layout, two compounds:
SMILES	PAFAH2 FP inh	pPAFAH FP inh	GSTO1 inh	PAD4 FP inh	LYPLA2 counter	PAFAH1B2 inh	PAFAH1B3 inh	PME-1 primary	LYPLA1 counter
O=C(NC1CCN(Cc2ccccc2)CC1)c1ccc2c(c1)[nH]c(=O)n2Cc1ccc(F)cc1	1	1	4	-2	2	6	-5	4	0
Cc1nc(SCC(=O)c2cccs2)c2oc3ccccc3c2n1	-14	2	-10	0	0	-5	3	5	-1

Results, from the first entry:
SMILES	PAFAH2 FP inh	pPAFAH FP inh	GSTO1 inh	PAD4 FP inh	LYPLA2 counter	PAFAH1B2 inh	PAFAH1B3 inh	PME-1 primary	LYPLA1 counter
O=C(NC1CCN(Cc2ccccc2)CC1)c1ccc2c(c1)[nH]c(=O)n2Cc1ccc(F)cc1	1	1	4	-2	2	6	-5	4	0
Cc1nc(SCC(=O)c2cccs2)c2oc3ccccc3c2n1	-14	2	-10	0	0	-5	3	5	-1
CCCCCCCNC(=O)c1cc(-c2ccncc2)nc2ccccc12	1	-3	-3	3	-7	0	2	3	-5
Cc1c(C(=O)N2CCN(Cc3cccs3)CC2)oc2ccccc12	-4	13	·	-4	1	1	2	5	-2
CCN(C[C@H]1N[C@@](CC)(C(=O)OC)[C@H]2C(=O)N(C)C(=O)[C@@H]12)C(=O)Nc1ccc(OC)cc1	1	-3	·	1	·	3	0	·	·
CC(C(=O)N1CCN(C(=O)c2ccco2)CC1)N1C(=O)NC2(CCCCC2C)C1=O (configuration not stated)	-1	-3	·	-4	3	-4	-1	6	0
CCOC(=O)N1CCN(c2c(N3CCN(c4ccc(F)cc4)CC3)c(=O)c2=O)CC1	7	12	-5	-6	7	1	-1	-2	5
COc1ccc(-c2ccc(C(=O)C3CC3)cc2)cc1	0	0	-5	-1	-2	1	4	1	-3
O=C(CSc1nnc(-c2ccncc2)o1)N1CCCC1	8	1	9	1	1	7	7	-2	0
CC[C@H](C)[C@H](NC(=O)[C@H](Cc1ccc(O)cc1)NC(=O)[C@@H](N)C(C)C)C(=O)N[C@@H](Cc1cnc[nH]1)C(=O)N1CCC[C@H]1C(=O)N[C@@H](Cc1ccccc1)C(=O)O	0	7	-5	-3	1	-3	5	-3	-1
CC(=O)c1ccc(OC(=O)CCN2c3ccccc3Sc3ccccc32)cc1	-6	20	-1	2	1	4	0	8	-4
COc1cccc(Oc2ccc(C(F)(F)F)cc2NC(=O)CCc2nc3ccccc3c(=O)[nH]2)c1	0	6	-7	-1	-9	-1	2	-8	-7
CCCCN1C(=O)C(O)=C(C(C)=O)C1c1ccc(OC)cc1OC (configuration not stated)	-1	-6	1	-11	-3	1	7	-1	-1
CCOc1ccccc1CNC(=O)C(C)n1nc(C)c2c(C)n(-c3ccccc3)nc2c1=O (configuration not stated)	-1	58*	4	0	8	1	3	8	5
COc1ccccc1Cn1c(=O)c2ccccc2n2c(SCc3csc(C)n3)nnc12	2	1	5	0	-3	-3	1	11	1
COc1ccc(/C=C/c2nc(-c3ccccc3O)n(-c3ccccc3)n2)cc1	-8	7	16	3	-5	-6	1	-12	-4
CN(CC(=O)Nc1ccc(F)cc1)C(=O)C1CCN(S(=O)(=O)c2ccc3c(c2)OCCO3)CC1	3	0	-3	1	1	4	-1	-3	-1
Cc1noc(C)c1NC(=O)Nc1cccc2c1O[C@H](CN(C)C(=O)Nc1ccccc1)[C@@H](C)CN([C@H](C)CO)C2=O	-4	2	·	1	·	1	-11	·	·
C[C@]12c3[nH]c4ccccc4c3CCN1C(=O)C(CC(=O)NCc1ccco1)C[C@@H]2C(=O)N1CCCCC1 (some centres not stated)	7	1	·	-2	·	-1	8	·	·
COCCN1C(=O)N(c2cccc(C)c2)C(=O)C1CC(=O)Nc1ccc(F)cc1 (configuration not stated)	-7	2	6	4	5	0	-1	-5	0
CCC1(c2ccc(F)cc2)NC(=O)N(CC(=O)Nc2ccc3c(c2)OCCO3)C1=O (configuration not stated)	-8	0	·	0	·	2	5	·	·
CSCC(=O)N1CCCC(CO)(CCCc2ccccc2)C1 (configuration not stated)	6	0	-5	-2	4	1	1	-1	-1
Cc1cc(=O)oc2c1c(C)nn2-c1ccc(Br)cc1	-3	5	5	-4	0	1	-3	-6	-2
Cn1nnnc1Sc1ncnc2scc(-c3ccc[nH]3)c12	6	9	·	6	2	7	12	4	1

A different layout for part of the listing above:
The line under a structure holds: PAFAH2 FP inh	pPAFAH FP inh	GSTO1 inh	PAD4 FP inh	LYPLA2 counter	PAFAH1B2 inh	PAFAH1B3 inh	PME-1 primary	LYPLA1 counter
COc1ccc(-c2ccc(C(=O)C3CC3)cc2)cc1
  0	0	-5	-1	-2	1	4	1	-3
O=C(CSc1nnc(-c2ccncc2)o1)N1CCCC1
  8	1	9	1	1	7	7	-2	0
CC[C@H](C)[C@H](NC(=O)[C@H](Cc1ccc(O)cc1)NC(=O)[C@@H](N)C(C)C)C(=O)N[C@@H](Cc1cnc[nH]1)C(=O)N1CCC[C@H]1C(=O)N[C@@H](Cc1ccccc1)C(=O)O
  0	7	-5	-3	1	-3	5	-3	-1
CC(=O)c1ccc(OC(=O)CCN2c3ccccc3Sc3ccccc32)cc1
  -6	20	-1	2	1	4	0	8	-4
COc1cccc(Oc2ccc(C(F)(F)F)cc2NC(=O)CCc2nc3ccccc3c(=O)[nH]2)c1
  0	6	-7	-1	-9	-1	2	-8	-7
CCCCN1C(=O)C(O)=C(C(C)=O)C1c1ccc(OC)cc1OC (configuration not stated)
  -1	-6	1	-11	-3	1	7	-1	-1
CCOc1ccccc1CNC(=O)C(C)n1nc(C)c2c(C)n(-c3ccccc3)nc2c1=O (configuration not stated)
  -1	58*	4	0	8	1	3	8	5
COc1ccccc1Cn1c(=O)c2ccccc2n2c(SCc3csc(C)n3)nnc12
  2	1	5	0	-3	-3	1	11	1
COc1ccc(/C=C/c2nc(-c3ccccc3O)n(-c3ccccc3)n2)cc1
  -8	7	16	3	-5	-6	1	-12	-4
CN(CC(=O)Nc1ccc(F)cc1)C(=O)C1CCN(S(=O)(=O)c2ccc3c(c2)OCCO3)CC1
  3	0	-3	1	1	4	-1	-3	-1
Cc1noc(C)c1NC(=O)Nc1cccc2c1O[C@H](CN(C)C(=O)Nc1ccccc1)[C@@H](C)CN([C@H](C)CO)C2=O
  -4	2	·	1	·	1	-11	·	·
C[C@]12c3[nH]c4ccccc4c3CCN1C(=O)C(CC(=O)NCc1ccco1)C[C@@H]2C(=O)N1CCCCC1 (some centres not stated)
  7	1	·	-2	·	-1	8	·	·
COCCN1C(=O)N(c2cccc(C)c2)C(=O)C1CC(=O)Nc1ccc(F)cc1 (configuration not stated)
  -7	2	6	4	5	0	-1	-5	0
CCC1(c2ccc(F)cc2)NC(=O)N(CC(=O)Nc2ccc3c(c2)OCCO3)C1=O (configuration not stated)
  -8	0	·	0	·	2	5	·	·

Next part:
SMILES	PAFAH2 FP inh	pPAFAH FP inh	GSTO1 inh	PAD4 FP inh	LYPLA2 counter	PAFAH1B2 inh	PAFAH1B3 inh	PME-1 primary	LYPLA1 counter
CN1CCN(c2ccc(S(=O)(=O)N3CCCCC3)cc2NC(=O)c2cccc([N+](=O)[O-])c2)CC1	8	-3	1	-5	-3	7	5	-2	2
NNC(=O)c1n[nH]c2c1CC(C1CCCCC1)CC2 (configuration not stated)	2	7	3	4	0	11	-12	-4	-2
O=C(COCc1cc(-c2ccc3c(c2)OCO3)on1)N1CCCCC1	10	6	3	0	-2	6	4	1	-1
Cc1ccc(CS(=O)(=O)c2ncc(Cl)c(C(=O)Nc3nnc(C(C)C)s3)n2)cc1	5	1	-8	95*	12	4	-1	-2	0

Only part of the results is shown. The share of hits here may be higher or lower than overall.
